Screening data as filed in PubChem.
Nrf2 ARE act: qHTS of Nrf2 Activators; Potency, µM (titrated, usually from 46.1 µM), inactives show at the highest dose activation, hits mostly activators; AREc32 ARE-luciferase reporter (MCF7-derived line), luminescence, 24 h; 0.31% of 410,000 active; note: potency is the fitted concentration of half-maximal effect; % of control where 0% means no effect; nearly all actives have a fitted effect of over 65% in size
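AREc32 cells carrying an ARE-driven firefly luciferase, 1000 cells/well in OPTI-MEM with 5% FBS, dosed after overnight attachment and incubated 24 hr at 37 deg C. Steady-Glo luminescence read after 30 min at RT.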
Nrf2 block: Nrf2 qHTS screen for inhibitors; A549 ARE-Fluc reporter, luciferase luminescence, 18-24 h; Potency, µM (highest dose often 46 µM), for the others: at the highest dose activity change, negative = inhibition, actives largely listed as inhibitors; 2.1% of 360,000 active; AID 504444, 2011; note: potency is the fitted concentration of half-maximal effect; % is set by controls: 0 for no effect and ±100 for the full control effect; nearly all actives have a fitted effect of over 60% in size
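Quantitative HTS in A549 cells stably bearing an antioxidant response element-firefly luciferase construct. Inhibition of Nrf2-driven transcription was scored by luminescence after 18-24 h of compound exposure at 37 °C.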
A549 tox: Nrf2 qHTS screen for inhibitors: counterscreen for cytotoxicity; A549 ARE-Fluc cells, CellTiter-Fluor viability, 18-24 h; Potency, µM (doses to about 46 µM), inactives show top-dose activity change, negative = cytotoxicity, usual class: inhibitors; 0.16% of 390,000 active; AID 504648, 2011; note: potency is the fitted concentration of half-maximal effect; % is set by controls: 0 for no effect and ±100 for the full control effect
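Cytotoxicity counterscreen: CellTiter-Fluor fluorescence was measured in A549 ARE_Fluc cells after 18-24 h of compound exposure in a concentration series. The subsequent BugLite luminescent read reports ARE-luciferase activity.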
TGFb SMAD3 inh: qHTS for Inhibitors of TGF-b. HepG2 CAGA-GFP TGF-b/SMAD3 reporter, GFP fluorescence, 18 h; TGF-beta stimulated, 500 pg/mL final. Potency, µM (top dose mostly 46.1 µM), for inactives: top-dose activity, negative = inhibition, usual class: inhibitors. 1.2% of 410,000 active; note: potency is the fitted concentration of half-maximal effect; % is set by controls: 0 for no effect and ±100 for the full control effect; nearly all actives have a fitted effect of over 65% in size
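TGF-beta reporter screen: HEPG2 CAGA-GFP, 1% FBS, 500 pg/mL TGF-beta final, 18 h; per-cell GFP summed per well; curves fitted and categorized by class.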
IL1B secr inh: qHTS for Inhibitors of Inflammasome Signaling: IL-1-beta AlphaLISA Primary Screen; THP-1 LPS/ATP IL-1B secretion, AlphaLISA, 16 h; stronger effect = lower value; activity change, % at 57.5 µM; 4.7% of 360,000 active; AID 743279, 2014; in the data active = activity change below about -50%; inconclusive = mostly about -30% to -49%; note: % is set by controls: 0 for no effect and ±100 for the full control effect
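THP-1 cells pretreated 1 hr with compounds (up to 57.5 uM final), then stimulated with LPS (250 ng/mL final) plus ATP (1.25 mM final); secreted IL-1B measured by AlphaLISA after 16 hr, decreased signal indicating inhibition.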
S2 tox: Viability Counterscreen for Primary qHTS for Inhibitors of ATXN expression | S2 cells (HEK-293 line with an ATXN2-luciferase reporter) viability, CellTiter-Fluor protease fluorescence, 24 h | Potency, µM (series often up to 56.7 µM), usual class: cytotoxic | 0.49% of 400,000 active; note: potency is the fitted concentration of half-maximal effect; nearly all actives have a fitted effect of over 40% in size
HepG2 tox: qHTS for Inhibitors of TGF-b: Cytotox Counterscreen; AID 588856, 2011; 0.76% of 410,000 active; HepG2 CAGA-GFP viability, ATP luminescence, 18 h; Potency, µM (titrated, usually from 46.1 µM), without a hit: at the highest dose activity change, negative = cytotoxicity, hits mostly cytotoxic; note: potency is the fitted concentration of half-maximal effect; some results filed as inactive show a strong effect at the top dose
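HepG2 CAGA-GFP cells (1000/well, DMEM with 1% FBS) received compound, then TGF-beta at 500 pg/mL final, and were incubated 18 hours at 37 degrees C. Viability was read by CellTiter-Glo luminescence. Media-only wells were set as complete cell-killing and DMSO as no toxicity.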
ATXN2 expr inh: Primary qHTS for Inhibitors of ATXN expression; 0.72% of 360,000 active; HEK-293 ATXN2-luciferase reporter, luminescence, 24 h; Potency, µM (doses to about 57 µM), for the others: at the highest dose activity change, negative = inhibition, usual class: inhibitors; note: potency is the fitted concentration of half-maximal effect; % is set by controls: 0 for no effect and ±100 for the full control effect; nearly all actives have a fitted effect of over 55% in size
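ATXN2-luciferase reporter cells (luciferase flanked by upstream and downstream ATXN2 gene portions) were treated 24 h at 37 °C with compounds at up to 57 uM. SteadyGlo luminescence gave expression; GF-AFC fluorescence gave viability.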
MCF10A rereplic: A quantitative high throughput screen for small molecules that induce DNA re-replication in MCF 10a normal breast cells; 2.9% of 350,000 active; MCF 10A DNA re-replication, Hoechst nuclear intensity, 48 h; Potency, µM (top dose mostly 46.1 µM), for inactives: at the highest dose activity, positive = re-replication, hits mostly activators; note: potency is the fitted concentration of half-maximal effect; % of control where 0% means no effect; nearly all actives have a fitted effect of over 50% in size
The depositor's hits bear a star; i = inactive; ? = inconclusive; / = no result given; [ ] = remark or other dose. Unless noted, calls come from the whole dose curve; as a rule, active = well fitted curve in the direction sought with a large enough effect; inconclusive = small, poorly fitted or top-dose-only effect, or another doubt; inactive = no such curve, though single readings can be large; an effect the other way counts as inactive or inconclusive. Compounds as they come; overall some 8.8% were active at least once.

Compound	Nrf2 ARE act	Nrf2 block	A549 tox	TGFb SMAD3 inh	IL1B secr inh	S2 tox	HepG2 tox	ATXN2 expr inh	MCF10A rereplic
CCCOc1ccc(Oc2nc(NCC(C)C)nc(N3CCOCC3)n2)nn1	3.5%	1%	2%	-23%	/	/	-7%	/	/
COc1ccc(S(=O)(=O)N2CCOC2CNC(=O)C(=O)NCCCN2CCOCC2)cc1OC (stereo not given)	0.3%	3%	-6%	-23%	12	i	-17%	1%	3%
COc1ccc(N(CC(O)CN2C(=O)NC(C)(C)C2=O)S(=O)(=O)c2ccccc2)cc1 (stereo not given)	0.3%	-1%	2%	-4%	16	i	-4%	9%	-3%
CCOc1ccc(N2C(=O)CC(N3CCN(c4ccc(F)cc4)CC3)C2=O)cc1 (stereo not given)	-0.2%	8%	9%	0%	34	i	3%	0%	-1%
Cc1ccc(NC(=O)c2cc(S(=O)(=O)N3CCCc4ccccc43)ccc2F)cc1F	5.2%	/	2%	?	/	i	-7%	-23%	/
O=CN1CCN(C(=O)Cc2ccc(Cl)cc2)CC1	0.0%	/	/	3%	7	i	-2%	/	/
O=C(COC(=O)C1CC1)Nc1ccc(OC(F)F)cc1	0.7%	-13%	-12%	-7%	-13	i	10%	19%	-3%
O=C(C1CCC1)N1CCN(c2ccnc3cc(Cl)ccc23)CC1	-0.2%	-26%	1%	-11%	?	?	-25%	/	11%
CNC(=O)NC(=O)COC(=O)c1cccc(S(=O)(=O)N2CC3(C)CC2CC(C)(C)C3)c1 (stereo not given)	0.3%	3%	3%	6%	19	i	-30%	-7%	1%
C=CCN(c1ccccc1)S(=O)(=O)c1cccc(C(=O)O)c1	0.1%	-12%	0%	-1%	-7	i	-2%	-9%	-2%
Cc1ccc2c(c1)-c1c(cnc3cc(-c4ccccc4)nn13)CO2	4.6%	28%	-1%	2%	/	i	-13%	2%	/
COCCCNC(=O)CCCN1C(=O)CCn2nc(-c3cccn3C)cc21	-0.8%	/	3%	14%	/	i	-3%	2%	/
O=C(Cn1nnc2ccccc2c1=O)NC1CCCc2ccccc21 (stereo not given)	1.1%	-1%	9%	7%	0	i	-3%	5%	-16%
Cc1cc(SCC(=O)NCCCN2CCCC2=O)nc2ccccc12	-0.2%	9%	1%	13%	0	i	13%	3%	-20%
Cn1cccc1C(=O)NS(=O)(=O)c1ccccc1Cl	0.2%	-7%	-1%	17%	-8	i	-18%	-2%	4%
CCCCOc1ccccc1C(=O)N(Cc1sccc1C)C1CCS(=O)(=O)C1 (stereo not given)	4.3%	-7%	-8%	/	/	/	-24%	/	/
Oc1ccc(-c2nc3ncccn3c2Nc2ccc3c(c2)OCCO3)cc1	2.2%	/	?	14%	-12	i	20%	2%	1%
COC(=O)[C@@]1(Cc2ccc(OC)cc2)[C@H]2c3cc(C(=O)N(C)C)n(Cc4ccc(OC(F)(F)F)cc4)c3C[C@H]2CN1C(=O)c1ccccc1	-0.2%	?	-18%	?	-62*	?	-17%	-38%	?
CN(c1ccc(C(=O)NCc2ccncc2)cc1)S(C)(=O)=O	0.3%	-24%	-2%	3%	-3	i	10%	-8%	-3%
Nc1nnc(SCC(=O)c2cccc([N+](=O)[O-])c2)s1	0.2%	-21%	-2%	2%	12	i	-15%	-20%	0%

By substructure: the compounds so far containing a Cl atom (three)
Compound	Nrf2 ARE act	Nrf2 block	A549 tox	TGFb SMAD3 inh	IL1B secr inh	S2 tox	HepG2 tox	ATXN2 expr inh	MCF10A rereplic
O=CN1CCN(C(=O)Cc2ccc(Cl)cc2)CC1	0.0%	/	/	3%	7	i	-2%	/	/
O=C(C1CCC1)N1CCN(c2ccnc3cc(Cl)ccc23)CC1	-0.2%	-26%	1%	-11%	?	?	-25%	/	11%
Cn1cccc1C(=O)NS(=O)(=O)c1ccccc1Cl	0.2%	-7%	-1%	17%	-8	i	-18%	-2%	4%

Next section.
Compound	Nrf2 ARE act	Nrf2 block	A549 tox	TGFb SMAD3 inh	IL1B secr inh	S2 tox	HepG2 tox	ATXN2 expr inh	MCF10A rereplic
COCC(C)n1c(C)cc(C(=O)CSc2nnc(Nc3ccccc3F)s2)c1C (stereo not given)	2.6%	-25%	-9%	?	-16	i	-20%	-12%	7%
CC(=O)c1c(C(C)=O)c(C)n(-c2ccc3ncccc3c2)c1C	-0.6%	-14%	2%	12%	1	i	3%	-14%	-2%
C=C[C@H]1C(O[C@@H]2O[C@H](CO)[C@@H](O)[C@H](O)[C@H]2O)OC=C2C(=O)N3CCc4cc(OC)c(O)cc4[C@H]3C[C@H]21 (stereo not given in full)	0.4%	2%	5%	21%	12	i	5%	7%	?
Cc1nn(CC(=O)NC2CC2)c(=O)c2cc3cc(F)ccc3n12	0.2%	12%	7%	-5%	/	i	-2%	2%	/
O=C(CNc1ccc(F)cc1)N/N=C1\CCc2ccccc21	3.2%	0%	4%	0%	-15	i	0%	18%	-10%
COc1cccc(-c2ccc3nnc(SCC(=O)N4CCOCC4)n3n2)c1	2.2%	25%	0%	0%	-6	i	2%	13%	-14%
Cc1ccc2c(COC(=O)c3ccc(C)c(C)c3)cc(=O)oc2c1	0.0%	?	2%	10%	20	i	0%	14%	?
O=C(NCCc1ccc(F)cc1)c1ccc2c(=O)n3c(nc2c1)CCC3	4.1%	?	17%	-30%	6	i	8%	34%	-1%
N#CCCOC1(C#CCN2CCCC2)CCCCC1	0.0%	14%	0%	-10%	-23	i	-5%	/	28%
CCCCC(=O)Nc1ncc(S(=O)(=O)c2ccc([N+](=O)[O-])cc2)s1	5.5%	-14%	4%	-27%	8	i	-2%	-7%	7%
CN(C)c1ccc(/C=C/c2c([N+](=O)[O-])c(=O)n(C)c(=O)n2C)cc1	3.3%	-4%	?	0%	-1	i	-21%	-13%	-6%
COc1ccc(NC(=O)c2ccccc2NC(=O)COc2ccccc2)cc1	-0.3%	10%	2%	-5%	0	i	-2%	-9%	0%
COc1ccc(NC(=O)c2ccccc2NC(=O)CSc2ccc(Cl)cc2)cc1	-0.4%	?	?	-8%	0	i	14%	-12%	-3%
CCc1ccc(OC2(C)CCN(Cc3ccccc3OC(F)F)C2)cc1 (stereo not given)	-0.5%[9.22 µM]	/	/	-15%	11	i	-34%	-3%	/
CC1(C)O[C@@H](CC(=O)O)[C@]23CO[C@H](C(=O)[C@]4(C)C2CC[C@@]2(C)[C@H](c5ccoc5)OC(=O)C5O[C@]524)[C@@H]13 (stereo not given in full)	0.3%	12%	-1%	2%	9	i	6%	12%	-28%
COc1ccc(N2C(=O)CC(Nc3ccc(C(=O)O)cc3)C2=O)cc1OC (stereo not given)	0.4%	10%	2%	6%	-9	/	4%	-14%	-6%
O=C(Nc1ccccc1Cl)C1CCCN(c2ncnc3c2nc2n3CCCCC2)C1 (stereo not given)	0.3%	?	-10%	-27%	-63*	?	-24%	-26%	?
Cc1nn2c(=O)cc(COC(=O)c3ccc(NC(=O)COc4ccc(Cl)cc4)cc3)nc2s1	-0.7%	/	9%	?	/	/	-16%	/	/
COc1ccc(S(=O)(=O)NCCc2ccco2)cc1OC	-0.6%	2%	-1%	34%	-8	i	12%	/	7%
COc1ccccc1C(=O)NCC(=O)OCc1ccc(Br)cc1	-0.7%[9.22 µM]	-12%	7%	2%	11	i	5%	-7%	-2%
COc1ccc(OCC(=O)N/N=C/C=C/c2ccccc2)cc1	1.5%	?	-1%	16%	-1	?	1%	10%	0%
COc1ccc2sc(-c3ccccc3OC)c(C#CCCO)c2c1	10.0%	15%	-6%	?	5	i	3%	8%	-18%
COc1ccc(NC(=O)Nc2ccncc2)c(OC)c1	-0.8%	10%	-13%	-26%	-6	i	-11%	-19%	2%[9.22 µM]
Cc1ccc(N(Cc2ccccc2)C(=O)c2cc(S(=O)(=O)N3CCOCC3)ccc2F)cc1	0.2%	-10%	-4%	-9%	-9	?	2%	3%	20%
CN(C)c1ccc(CNC(=O)c2cc(S(=O)(=O)N3CCOCC3)cn2C)cc1	-0.2%	0%	2%	-1%	-5	i	-5%	-2%	1%
O=C(c1ccc2c(c1)OCCO2)N(Cc1cccnc1)c1nc2c(Cl)cccc2s1	-0.4%	/	3%	?	/	/	-20%	/	/
Cc1noc(C)c1COc1ccccc1C(=O)NC(C)c1ccc(F)cc1 (stereo not given)	2.5%	-3%	-4%	5%	19	i	-1%	5%	1%
O=C(NCC(c1cccs1)N1CCOCC1)c1ccco1 (stereo not given)	0.0%	-18%	-11%	25%	15	i	6%	-10%	-146%[0.0737 µM]
O=C1C=C(c2ccc(OC(F)(F)F)cc2)C[C@@H](c2ccc(F)cc2)C1	-0.9%	-6%	0%	-16%	-30	i	-22%	-14%	29%
Cc1cccc(N(Cc2nnc3n2CCCCC3)C(=O)Nc2ccccc2)c1	-0.1%	-42%	/	0%	-4	i	-15%	4%	8%
COc1cccc(/C=N/n2c(-c3ccco3)nc3ccccc3c2=O)c1	3.3%	-16%	-12%	-5%	2	i	-19%	-9%	?
O=C(c1ccc(F)cc1)N1CCN(S(=O)(=O)c2ccc3c(c2)OCCO3)CC1	2.6%	/	/	-9%	-18	i	0%	/	/
Cc1cccc(NC(=O)CSc2nnc3c4ccccc4n(C)c3n2)c1	-0.7%	2%	-5%	-7%	/	i	-6%	14%	/
CN(CC(=O)Nc1cccnc1)S(=O)(=O)c1cc(Cl)ccc1Cl	-0.8%	?	-6%	-24%	9	i	-1%	-3%	2%
